MEKK2 WT-MEK5: raises or lowers MEK5 binding to wildtype human MEKK2 PB1 domain. 290,000 tested, 1.1% active. Q9Y2U5. bead flow cytometry, Alexa488-MEK5 binding to MEKK2 WT; actives lie on both sides. binding response (% of control), % at 10 µM; in the data active means binding response below about 67% or above about 130%
DNA FID counter: counter-screen for HCV NS3 helicase inhibitors: DNA intercalator displacement; 290,000 tested, 0.17% active; AID 1845; DNA fluorescent intercalator displacement, fluorescence; inhibition, % at 7.9 µM; in the data active means inhibition above about 37%;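 further: 0% = vehicle and 100% = reference compound; higher means more ethidium bromide displaced from hairpin DNA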
PHOSPHO1 block: PHOSPHO1 (human) inhibition. inhibition, % at 13.3 µM. Q8TCT1. 290,000 tested, 1.1% active. recombinant PHOSPHO1, absorbance phosphatase assay. AID 1565; in the data active means inhibition above about 60%
Target sequence (Q8TCT1 whole entry, looked up): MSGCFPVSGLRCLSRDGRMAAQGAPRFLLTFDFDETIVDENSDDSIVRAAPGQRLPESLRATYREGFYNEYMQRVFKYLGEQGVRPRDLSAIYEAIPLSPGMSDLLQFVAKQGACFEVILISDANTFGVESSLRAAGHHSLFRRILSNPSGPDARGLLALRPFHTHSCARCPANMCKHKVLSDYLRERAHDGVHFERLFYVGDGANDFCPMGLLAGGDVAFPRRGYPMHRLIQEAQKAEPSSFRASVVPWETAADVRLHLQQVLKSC
OXTR ag: human OXTR agonism; CHO-OTR cells, Fluo-8 calcium fluorescence; normalized: DMSO 0%, oxytocin 100%; P30559; 320,000 tested, 0.32% active; activation, % at 3 µM;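 active means activation above the mean of all tested compounds plus 3 SD, cutoff set per screening run, cut at about 20% in these data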;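 further: peak over basal fluorescence ratio from a 100 s FLIPR kinetic read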
Target sequence (P30559 whole entry, looked up): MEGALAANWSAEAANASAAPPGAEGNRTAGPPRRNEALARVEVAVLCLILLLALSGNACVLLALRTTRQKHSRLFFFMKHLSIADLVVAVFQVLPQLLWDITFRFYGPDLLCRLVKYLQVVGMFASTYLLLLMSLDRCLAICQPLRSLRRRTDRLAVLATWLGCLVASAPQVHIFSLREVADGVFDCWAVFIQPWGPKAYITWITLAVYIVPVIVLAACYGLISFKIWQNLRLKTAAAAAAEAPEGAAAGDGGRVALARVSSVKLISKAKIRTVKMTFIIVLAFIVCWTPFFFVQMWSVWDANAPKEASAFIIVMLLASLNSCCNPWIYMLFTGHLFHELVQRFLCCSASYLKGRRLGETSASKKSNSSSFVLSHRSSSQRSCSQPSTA
GPR7 antagonist: antagonists of human GPR7 (neuropeptides B/W receptor 1) | P48145 | GPR7-expressing cells, fluorescence antagonist assay | 290,000 tested, 1.1% active | inhibition, % at 4.4 µM; in the data active means inhibition above about 16%, passing the limit was not always enough;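 further: cells stimulated with the agonist NPW; 0% = agonist with vehicle and 100% = vehicle without agonist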
Target sequence (P48145 whole entry, looked up): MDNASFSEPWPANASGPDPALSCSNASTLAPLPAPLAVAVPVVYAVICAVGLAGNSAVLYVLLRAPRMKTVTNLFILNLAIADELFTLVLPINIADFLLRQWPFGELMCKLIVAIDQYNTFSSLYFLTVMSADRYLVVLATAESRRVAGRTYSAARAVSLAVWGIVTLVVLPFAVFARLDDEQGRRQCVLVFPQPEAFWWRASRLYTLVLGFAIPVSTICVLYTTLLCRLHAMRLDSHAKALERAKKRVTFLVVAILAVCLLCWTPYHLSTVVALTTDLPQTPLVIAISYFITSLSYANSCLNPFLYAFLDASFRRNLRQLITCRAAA
MEKK3 PB1 HTS: MEKK3-MEK5 PB1 interaction, increase or decrease. 290,000 tested, 1.4% active. AID 1529. binding response (% of control), % at 10 µM. Q99759. bead-based flow cytometry, Alexa488-MEK5 binding to MEKK3; actives lie on both sides; 0 = blocked by unlabeled MEK5, 100 = vehicle;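 active means binding response more than 3 SD above or below the average of its plate-row segment, actives on both sides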;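 further: Alexa488 bead fluorescence after subtracting the streptavidin-only scavenger bead signal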
PfM18AAP inh: PfM18AAP enzyme inhibition; AID 1822; recombinant PfM18AAP, H-Glu-NHMec fluorogenic cleavage; inhibition, % at 7.35 µM; 290,000 tested, 1.2% active;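 active means inhibition above the campaign mean inhibition over all tested compounds plus 3 SD, cut at about 28% in these data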;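 further: 0% = plate median of test compound wells and 100% = 2 mM ZnCl2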
MEKK2 mut-MEK5: signal of MEK5 binding to mutant human MEKK2 PB1 domain. bead flow cytometry, Alexa488-MEK5 binding to MEKK2 mutant. percent response, % at 10 µM. 290,000 tested, 0.35% active. AID 1530; in the data active means percent response above about 24%, passing the limit was not always enough; further: inactives centre near 1; some results filed as inactive read as strong as hits; reference of the scale not given here
NALP1 inh: NALP1 inhibition; S. cerevisiae NALP1/ASC/caspase-1 growth, X-gal OD620, 72 h; inhibition, % at 10 µM; 280,000 tested, 0.61% active; in the data active means inhibition mostly above about 24%, no sharp cut-off; inactive means mostly below about 32%; further: some compounds called inactive have numbers as strong as hits
Starred values were filed as active, the others as inactive; x = no result given.

SMILES | MEKK2 WT-MEK5 | DNA FID counter | PHOSPHO1 block | OXTR ag | GPR7 antagonist | MEKK3 PB1 HTS | PfM18AAP inh | MEKK2 mut-MEK5 | NALP1 inh
CCc1ccc(N(CC)C(=O)Cc2c(C(=O)O)n(C)c3ccccc23)cc1 | 107.0 | -31.1 | 18.7 | -0.6 | -6.2 | 108.0 | -5.0 | 7.0 | -4.0
COc1ccc(-c2nnc(OC)c3ccccc23)cc1 | 111.0 | -16.8 | 13.8 | -2.3 | 1.1 | 108.0 | 3.5 | 12.0 | 17.8
COc1ccc(CN2CC[C@@H](N3CCOCC3)[C@H](O)C2)cc1F | 104.0 | -6.4 | 24.3 | -1.3 | -10.0 | 104.0 | -0.3 | 2.0 | -7.4
O=c1c(-c2ccc(Cl)cc2)cnc2n1CCS2 | 99.0 | -2.6 | 37.8 | 1.1 | -1.4 | 95.0 | -0.7 | -4.0 | 4.3
O=S(=O)(c1ccccc1OC(F)(F)F)N1CCN(c2ccnc3cc(Cl)ccc23)CC1 | 104.0 | -15.1 | 24.0 | 3.1 | -24.9 | 101.0 | 0.8 | 0.0 | 5.0
Cc1ccc(NC(=O)C2CCN(C(=O)c3cccs3)CC2)cc1 | 95.0 | -17.1 | 6.3 | -0.2 | 3.4 | 100.0 | -9.8 | -4.0 | 18.4
COc1ccc(Br)cc1CN(C)CC(=O)Nc1cc([N+](=O)[O-])ccc1OC | 108.0 | 0.1 | -3.5 | -1.3 | -8.4 | 101.0 | 0.7 | 7.0 | 29.4
CC(C)c1ccc(/C=C/C2=NNC(=O)CC2)cc1 | 96.0 | -25.9 | 43.7 | -1.8 | -15.5 | 105.0 | 4.1 | 0.0 | -13.0
Fc1cccc(/C=N/Nc2ccc3ccccc3n2)c1 | 98.0 | 8.5 | 48.0 | -0.8 | 6.8 | 85.0 | 14.6 | -5.0 | 14.7
Cn1c(=O)n(Cc2ccc(F)cc2)c(=O)c2c1nc1n2CCCN1Cc1ccccc1 | 98.0 | 0.0 | 10.6 | -0.6 | -7.8 | 103.0 | 7.8 | 6.0 | 5.1
CC1=C(C(=O)OC2CCCCC2)C(c2ccccc2F)NC(=O)N1 (stereo unspecified) | 101.0 | -28.0 | 47.9 | -2.1 | -19.0 | 99.0 | 6.8 | -1.0 | 14.6
NS(=O)(=O)c1ccc(CCNC(=O)CSCc2ccccc2)cc1 | 100.0 | -3.2 | -11.7 | 0.2 | -14.2 | 106.0 | 0.6 | 4.0 | -4.6
Cc1ccc(C(C)NC(=O)c2c(C)noc2C)cc1C (stereo unspecified) | 106.0 | -1.5 | -15.6 | -0.9 | 19.7 | 107.0 | 12.2 | 8.0 | 2.1
COc1ccc(C(=O)NCC(=O)OCC(=O)N(C)c2ccccc2)cc1 | 97.0 | -8.2 | 14.9 | -0.6 | -2.1 | 102.0 | 3.3 | -1.0 | x
Cc1onc(-c2ccccc2)c1C1=N/C(=C\c2ccccc2F)C(=O)O1 | 101.0 | -14.8 | 32.5 | -0.3 | -18.2 | 103.0 | 0.6 | -2.0 | 8.6
Cc1cc(C)nc(/N=C2\NC(=O)CC(C(=O)O)N2c2cccc(Cl)c2)n1 (stereo unspecified) | 100.0 | 1.6 | 20.1 | 0.6 | -6.2 | 104.0 | -7.6 | -1.0 | 6.2
NC(=O)CC[C@@H]1NC(=O)[C@H](CO)NC(=O)c2cc([N+](=O)[O-])cc(I)c2NCCC[C@@H](C(N)=O)NC(=O)[C@H](Cc2ccc(O)cc2)NC1=O | 100.0 | -28.5 | 1.1 | -0.4 | 0.2 | 108.0 | 2.5 | 2.0 | 12.2
Cc1cc(NC(=O)CSc2nc(CC(C)(C)C)nc3c2c(=O)n(C)c(=O)n3C)no1 | 109.0 | -1.4 | -14.1 | 0.0 | -6.8 | 108.0 | -6.3 | 12.0 | 32.7
O=C(Nc1nnc(S(=O)(=O)Nc2ccccc2)s1)C1CCCCC1 | 95.0 | -19.8 | -10.8 | 0.6 | -2.7 | 94.0 | -2.0 | -5.0 | 7.7
C/C(CC(C)C)=N\Oc1nc(C)cc(C)n1 | 86.0 | -6.3 | 24.0 | 0.1 | -5.5 | 79.0 | 3.6 | -20.0 | 12.0
O=C(CSc1nnc(-c2ccc(Br)cc2)n1C1CCCCC1)N1CCCC1 | 102.0 | -38.9 | -7.3 | -2.6 | -9.6 | 100.0 | -5.3 | 0.0 | 0.5
COc1ccc(-c2nnc3n2N=C(C)CS3)cc1OC | 103.0 | -3.3 | 33.0 | -0.3 | -2.6 | 102.0 | 2.4 | 4.0 | 4.6
CCOc1ccccc1C1C2=C(COC2=O)Nc2cc3c(cc21)OCO3 (stereo unspecified) | 99.0 | -3.7 | 5.5 | 13.1 | 15.7 | 101.0 | 6.6 | 1.0 | -0.9
Cc1cccc(NC(=O)Cn2cnc3c(cnn3-c3ccc(F)cc3)c2=O)c1C | 110.0 | 0.0 | 22.1 | -0.4 | 5.6 | 109.0 | -10.7 | 0.0 | x
COc1c(C(=O)Nc2nnc(C3CC3)s2)csc1Cl | 114.0 | -20.4 | 42.8 | -0.5 | -1.9 | 106.0 | 1.5 | 10.0 | 9.8
Cc1ccc(CN(C)C2CCN(C)CC2)cc1 | 100.0 | 8.8 | 30.2 | 0.8 | 12.9 | 96.0 | 3.5 | -1.0 | 22.6
CC(NC(=O)CC1CCCCC1)c1ccccc1 (stereo unspecified) | 97.0 | -3.3 | 36.0 | -1.0 | -1.9 | 103.0 | -4.5 | 0.0 | 20.7
COc1cc(OC)nc(Oc2ccc(N)c(C)c2)n1 | 92.0 | -4.8 | 43.7 | -0.6 | -10.4 | 91.0 | 5.6 | -1.0 | -8.9
CCCCN(Cc1ccccc1)S(=O)(=O)c1cc(Br)cc2c1N(C(C)=O)C(C)C2 (stereo unspecified) | 89.0 | -0.5 | -1.3 | -1.1 | 8.8 | 102.0 | 5.1 | -7.0 | 27.4
CCCN(CCC)CCNC(=O)c1cc2c(=O)n(CC)c3ccccc3c2s1 | 96.0 | 17.5 | 41.2 | 1.7 | -10.4 | 73.0 | -0.5 | -9.0 | x
Cn1ccnc1SC(C(=O)O)c1ccccc1 (stereo unspecified) | 104.0 | 2.4 | x | 0.6 | -14.7 | 105.0 | 0.2 | 1.0 | 10.7
CCC(C)C(NC(=O)c1ccccc1NC(=O)c1ccc(OC)cc1)C(=O)NCc1ccco1 (stereo unspecified) | 100.0 | -5.6 | -55.6 | 1.3 | -0.8 | 102.0 | -0.6 | 2.0 | -7.2
CC(=O)c1ccc(NC(=O)CSc2nc(C)cc(C)c2C(N)=O)cc1 | 96.0 | -2.3 | 41.1 | -0.7 | -2.6 | 91.0 | -0.5 | -1.0 | -3.0
Cc1ccc(C(=O)O/N=C/C2=C(Cl)c3ccccc3CC2)cc1 | 98.0 | -0.4 | 17.1 | 0.0 | -11.4 | 103.0 | 1.5 | 6.0 | 0.9
CN1C(=O)Cc2cc(S(=O)(=O)Nc3ccc(N4CCOCC4)cc3)ccc21 | 96.0 | -18.6 | 18.4 | 0.2 | -0.9 | 97.0 | 7.7 | -3.0 | -5.6
Cc1cc(NC(=O)CSc2ccccn2)cc(NC(=O)CSc2ccccn2)c1 | 91.0 | -32.1 | 43.5 | 1.4 | -2.7 | 99.0 | 7.0 | -1.0 | -5.8
CN(C)S(=O)(=O)N1CCN(S(=O)(=O)c2ccc(F)cc2)CC1 | 97.0 | 1.2 | -31.3 | 0.1 | -4.9 | 99.0 | 4.7 | -3.0 | 4.0
O=C1C2C3c4ccccc4C(c4ccccc43)C2c2nc3ccccc3n21 (stereo unspecified) | 107.0 | -6.4 | -10.4 | -1.9 | 22.1* | 126.0 | -3.2 | 3.0 | 16.0
O=C(N/C(=C/c1ccc(Br)cc1)C(=O)N1CCCC1)c1cccs1 | 91.0 | -24.0 | 4.4 | -0.9 | 7.3 | 95.0 | -3.5 | -7.0 | -1.9
CC(Sc1nc2ccc(C(=O)c3ccccc3)cc2[nH]1)C(=O)O (stereo unspecified) | 105.0 | -7.7 | -0.8 | -0.4 | 2.1 | 106.0 | 1.9 | 3.0 | -47.8

4 compounds from above, limited to OXTR ag and PHOSPHO1 block:
Structure	OXTR ag	PHOSPHO1 block
CCC(C)C(NC(=O)c1ccccc1NC(=O)c1ccc(OC)cc1)C(=O)NCc1ccco1 (stereo unspecified)	1.3	-55.6
CC(=O)c1ccc(NC(=O)CSc2nc(C)cc(C)c2C(N)=O)cc1	-0.7	41.1
Cc1ccc(C(=O)O/N=C/C2=C(Cl)c3ccccc3CC2)cc1	0.0	17.1
CN1C(=O)Cc2cc(S(=O)(=O)Nc3ccc(N4CCOCC4)cc3)ccc21	0.2	18.4

Remaining list, next part:
SMILES | MEKK2 WT-MEK5 | DNA FID counter | PHOSPHO1 block | OXTR ag | GPR7 antagonist | MEKK3 PB1 HTS | PfM18AAP inh | MEKK2 mut-MEK5 | NALP1 inh
CCc1c(C)nc2cc(-c3cccs3)[nH]n2c1=O | 100.0 | -0.1 | -51.2 | x | 0.1 | 104.0 | 0.0 | 4.0 | 11.3
Fc1ccccc1CSCc1nc2ccccc2[nH]1 | 103.0 | -3.2 | 32.8 | 1.4 | -13.5 | 102.0 | 4.1 | 3.0 | 1.3
CC1(C)CC(=O)C2=C(C1)Oc1ncn(CCCn3ccnc3)c(=N)c1C2c1ccccc1 (stereo unspecified) | 91.0 | 17.2 | 6.2 | -1.1 | 0.5 | 92.0 | 3.5 | -11.0 | -2.8
CCOC(=O)c1ccc2c(c1)n(CC)c(/C=C/Nc1ccccc1)[n+]2CC | 107.0 | 0.0 | -126.2 | 0.9 | 2.0 | 104.0 | -20.1 | 6.0 | 9.0
CCOC(=O)CNC(=O)c1c(C)nn(-c2ccccc2)c1Cl | 102.0 | -6.0 | 3.6 | -0.3 | 6.8 | 100.0 | -3.5 | 3.0 | 5.2
COc1ccc(C(=O)c2ccc([N+](=O)[O-])cc2Cl)cc1 | 92.0 | 4.3 | -1.3 | -2.0 | 20.8 | 91.0 | 3.9 | -6.0 | 24.6
CC1(C)Cc2cccc(OCC(N)=O)c2O1 | 102.0 | 2.3 | 12.8 | 0.3 | -2.8 | 100.0 | -1.7 | 1.0 | 1.9
CCCCOC1(c2ccccc2)OC(=O)c2ccccc21 (stereo unspecified) | 104.0 | -14.4 | 33.9 | -1.4 | -15.2 | 101.0 | 8.0 | 7.0 | -4.7
CCOC(=O)C1=C(C)NC(=O)NC1c1ccc(-c2ccc(Cl)cc2)o1 (stereo unspecified) | 105.0 | -26.4 | 49.6 | -0.9 | 1.3 | 128.0 | -1.6 | 8.0 | 1.4
O=S(=O)(/N=C(/Nc1ccccc1)c1ccccc1O)c1ccccc1 | 82.0 | -4.3 | 36.0 | 0.7 | -5.1 | 80.0 | 2.7 | -10.0 | -2.8
CC1CCc2c(sc3nc(CN4CCOCC4)nc(NS(=O)(=O)c4cccc([N+](=O)[O-])c4)c23)C1 (stereo unspecified) | x | -29.7 | 0.9 | 8.8 | 6.8 | x | 9.8 | x | 2.1
CCCCCCc1nc2ccccc2c(=O)n1N | 105.0 | -11.1 | -6.8 | -0.6 | -18.9 | 102.0 | 4.5 | 16.0 | 3.9

One compound at a time (already shown). Order of screens: MEKK2 WT-MEK5, DNA FID counter, PHOSPHO1 block, OXTR ag, GPR7 antagonist, MEKK3 PB1 HTS, PfM18AAP inh, MEKK2 mut-MEK5, NALP1 inh
Results for `CCOC(=O)C1=C(C)NC(=O)NC1c1ccc(-c2ccc(Cl)cc2)o1` (stereo unspecified) → 105.0, -26.4, 49.6, -0.9, 1.3, 128.0, -1.6, 8.0, 1.4
Results for `O=S(=O)(/N=C(/Nc1ccccc1)c1ccccc1O)c1ccccc1` → 82.0, -4.3, 36.0, 0.7, -5.1, 80.0, 2.7, -10.0, -2.8
Results for `CCc1c(C)nc2cc(-c3cccs3)[nH]n2c1=O` → 100.0, -0.1, -51.2, x, 0.1, 104.0, 0.0, 4.0, 11.3
Results for `CC1(C)Cc2cccc(OCC(N)=O)c2O1` → 102.0, 2.3, 12.8, 0.3, -2.8, 100.0, -1.7, 1.0, 1.9
